HIF activator = HIF pathway transcriptional activation. U2OS HRE-luciferase reporter, luminescence; normalized: DMSO 0%, desferrioxamine 100%. activation, % at 7.5 µM (by protocol). actives 0.32% (n = 300,000). AID 1910;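 active = mean activation of at least 10% of the iron chelator positive control signal, with at least half of replicates also reaching 10%; inconclusive = mean and replicate majority disagree about reaching 10%; inactive = mean and most replicates under 10%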
IEC-6 tox = IEC-6 cytotoxicity, counter-screen for KLF5 inhibitors; inhibition, % at 5 µM; luminescence viability; actives 0.78% (n = 290,000); in the data active = inhibition above about 22%;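 note: 0% = plate median of test compound wells and 100% = cytotoxic reference compound wells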
AI-2 QS modul = Vibrio harveyi AI-2 quorum sensing modulation; Vibrio harveyi JMH597 AI-2 luminescence/OD600 ratio, 9 h; hits give low values; strain lacks LuxN and CqsS sensors; 0 = neutral-control median; actives 0.4% (n = 300,000); activity change, % at 7.5 µM; in the data active = activity change below about -75%, passing the limit was not always enough; inconclusive = no clear call, values can overlap the other calls;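 note: luminescence divided by OD600 gain over 9 h not by final OD600 alone; inactives centre near 13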
HSF1 activator = increases HSF-1 driven luciferase reporter signal; NIH3T3-HGL HSF-1 luciferase reporter, MG132, 8 h; 100% = twice DMSO control signal; activation, % at 9 µM; actives 1.7% (n = 300,000);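 active = mean replicate activation of at least 50% with a set share of replicates each reaching 50%; inconclusive = only one of those two conditions met; inactive = mean below 50% and too few replicates reaching it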;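 note: 0% = median of the neutral control wells and 100% = twice that signal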
KLF5 inhibitor = suppresses KLF5 promoter-driven expression | DLD-1 KLF5 promoter-luciferase reporter, luminescence | inhibition, % at 5 µM | actives 0.23% (n = 290,000) | AID 1700;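 active = inhibition above a per-plate limit of that plate's mean compound inhibition plus 3 SD, cut at about 60% in these data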;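 note: 0% = DMSO wells and 100% = LY294002 at 200 µM; higher means less KLF5 promoter-driven luciferase light; inactives centre near -14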
GSK3B inh = blocks human GSK3beta kinase activity; P49841; GST-GSK3beta kinase, ADP-Glo luminescence, 60 min; hits give low values; activity score (negative = inhibition), % at 10 µM; actives 0.038% (n = 300,000); AID 2097;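 active = more than half of replicate wells score below -50%, meaning over 50% inhibition versus plate controls; inconclusive = some replicates but at most half score below -50%; inactive = no replicate scores below -50%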;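 note: 0% = median DMSO wells and -100% = median GW8510 positive control wells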
Target sequence (P49841 whole entry, looked up): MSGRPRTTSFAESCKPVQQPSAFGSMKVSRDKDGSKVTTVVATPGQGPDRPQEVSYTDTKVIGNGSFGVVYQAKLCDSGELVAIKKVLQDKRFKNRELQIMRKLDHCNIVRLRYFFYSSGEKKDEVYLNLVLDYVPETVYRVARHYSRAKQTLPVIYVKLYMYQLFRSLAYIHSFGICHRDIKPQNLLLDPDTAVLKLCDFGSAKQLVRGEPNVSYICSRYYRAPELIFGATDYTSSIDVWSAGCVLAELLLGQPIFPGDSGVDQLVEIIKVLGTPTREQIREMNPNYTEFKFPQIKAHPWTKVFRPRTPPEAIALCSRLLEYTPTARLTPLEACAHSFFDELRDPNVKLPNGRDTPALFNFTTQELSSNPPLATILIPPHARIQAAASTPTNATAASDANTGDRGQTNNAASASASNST
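test system = GST-tagged human GSK3beta kinase, cell-free | reagent = 25 µM ATP with peptide substrate | dosing = one dose of 10 µM per compound | schedule = 60 min reaction, RT | detection = luminescent ADP-Glo measurement of ADP formed | control set = DMSO neutral wells and GW8510 at 20 µM as positive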
HSP90 inh = inhibitors of HSP90 luciferase refolding in rabbit reticulocyte lysate; luciferase refolding luminescence, 3 h; inhibition, % at 5.6 µM; actives 0.91% (n = 290,000); AID 1789;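 active = inhibition above the screen-wide mean plus 3 SD, computed separately per campaign, cut at about 16% in these data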;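 note: 0% = DMSO wells and 100% = 60 µM geldanamycin wells; inhibitors lower the luminescence because luciferase stays unfolded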
HSF1 inhib = HSF1 inhibition. AID 2098. actives 0.77% (n = 300,000). activity change, negative = inhibition, % at 7.5 µM (by protocol). NIH3T3-HGL HSE-luciferase, MG132-induced, luminescence 8 h; hits give low values;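 active = more than half of replicate wells show activity change below -50%, luminescence cut by over half; inconclusive = some wells, but at most half, below -50%; inactive = no replicate well below -50%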;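 note: luciferase reports HSF-1 transcriptional activity via heat shock element; 0% = median of DMSO wells and -100% = zero luminescence signal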
aSyn 5UTR inh = 5' untranslated region of α-synuclein, MLPCN primary screen | alpha-synuclein 5'UTR reporter, inhibitor activity | inhibition, % (tested at 7.5 µM) | actives 0.82% (n = 300,000) | AID 1813; in the data active = inhibition above about 60%; inconclusive = no clear call, values can overlap the other calls;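 note: H4 neuroglioblastoma cells stably carrying SNCA 5'UTR luciferase fusion; 0% = DMSO wells and 100% = positive control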
GSK3A inh = blocks human GSK-3 alpha kinase | inhibition, % at 10 µM | actives 0.1% (n = 320,000) | ADP-Glo luminescence, 60 min | AID 2650 | P49840;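 in the data active = inhibition above about 50%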;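 note: GST-tagged GSK-3 alpha with peptide substrate and 25 µM ATP; 0% = DMSO neutral wells and 100% = GW8510 positive control wells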
Target sequence (P49840 whole entry, looked up): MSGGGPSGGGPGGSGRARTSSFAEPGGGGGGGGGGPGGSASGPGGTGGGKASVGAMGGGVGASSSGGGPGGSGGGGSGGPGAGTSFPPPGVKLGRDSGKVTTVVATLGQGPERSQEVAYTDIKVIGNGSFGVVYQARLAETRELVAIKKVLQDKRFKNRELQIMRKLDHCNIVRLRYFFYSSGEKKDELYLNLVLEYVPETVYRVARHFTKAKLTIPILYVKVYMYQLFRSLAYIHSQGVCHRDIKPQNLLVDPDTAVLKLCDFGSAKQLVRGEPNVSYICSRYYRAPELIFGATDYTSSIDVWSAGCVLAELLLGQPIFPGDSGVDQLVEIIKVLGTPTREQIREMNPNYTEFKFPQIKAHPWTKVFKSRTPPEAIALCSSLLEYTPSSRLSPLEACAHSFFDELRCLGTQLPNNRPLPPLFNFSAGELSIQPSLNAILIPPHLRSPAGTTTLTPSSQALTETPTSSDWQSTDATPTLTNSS
* hit, by the source's call; ? = inconclusive; nt = not tested or not shown.

#1 Cc1ccc(C(=O)c2c3ccc([N+](=O)[O-])cc3[n+]([O-])n2CCC(N)=O)cc1
#2 C/C(=N/NC(=O)c1cccc(N2CCCC2=O)c1)c1ccncc1
#3 CCN1CCN(CCOc2ccccc2OCc2ccccc2)CC1
#4 Cc1ncc([N+](=O)[O-])n1CC(=O)Nc1ccc(F)c(F)c1
#5 CC[n+]1c(/C=C2\Sc3ccccc3N2C)ccc2cccc(C)c21
#6 COCCCNC(=O)CCc1nc(-c2ccccc2)no1
Assay by compound	1	2	3	4	5	6
HIF activator	0.2	1.1	-0.2	-11	-6.7	-0.5
IEC-6 tox	8	3	-8	-7	71*	-4
AI-2 QS modul	11	33	2	40	?	9
HSF1 activator	-3	-3	-39	0	-11	-6
KLF5 inhibitor	-40	-3	8	-116	68*	-27
GSK3B inh	0	0	-1	-3	0	0
HSP90 inh	0	2	0	3	-2	2
HSF1 inhib	2	2	-24	2	?	-15
aSyn 5UTR inh	48	-166	-17	4	116*	-31
GSK3A inh	-2	5	-2	-1	nt	-1

#7 CCN(CC)CCCNC(=O)c1[nH]c(C)c(C(=O)NC2CCCCC2)c1C
#8 C=CCNS(=O)(=O)c1sccc1/C=N/O
#9 CCN1CCN(C(=O)C2CCN(S(=O)(=O)c3ccc4c(c3)NC(=O)C(C)S4)CC2)CC1 (stereo unspecified)
#10 CN1CCc2c(OCC(=O)N3N=C(c4cccs4)CC3c3ccc(F)cc3)cccc2C1=O (stereo unspecified)
#11 Clc1ccc(Cc2nc(-c3ccncc3)no2)cc1
#12 O=C1C(=O)N(C/C=C/c2ccccc2)c2ccccc21
Assay by compound	7	8	9	10	11	12
HIF activator	-1.0	-0.3	0.2	-0.4	-0.1	-5.6
IEC-6 tox	-3	6	6	3	-5	89*
AI-2 QS modul	4	28	15	36	-25	24
HSF1 activator	1	-14	-3	6	nt	0
KLF5 inhibitor	-10	15	-17	-17	-14	5
GSK3B inh	0	-1	0	-2	2	-1
HSP90 inh	6	5	-3	1	-2	-1
HSF1 inhib	-4	3	20	2	nt	-3
aSyn 5UTR inh	2	6	6	12	-13	-40
GSK3A inh	-2	0	6	-3	0	-4

#13 CCCCCCn1cc(C(=O)O)c(=O)c2cc(F)c(N3CCN(C(=O)OCC)CC3)cc21
#14 Cc1ccc(C)c(NC(=O)c2ccccc2O)c1
#15 O=C(C1CCN(S(=O)(=O)N2CCOCC2)CC1)N1CCN(c2ccccc2)CC1
#16 CN(C)C(/C=C/Nc1ccc(O)cc1)=C(C#N)C#N
#17 Cc1ccc(NCc2nnc(SCC(=O)c3ccccc3)o2)c(C)c1
#18 CCCCNC(=O)c1ccc2c(c1)ncn2C1CCCCC1
Assay by compound	13	14	15	16	17	18
HIF activator	0.0	1.8	0.5	-0.5	2.1	-0.2
IEC-6 tox	-3	-9	-2	-3	7	2
AI-2 QS modul	5	0	33	-1	5	15
HSF1 activator	-12	-7	-6	3	40	-17
KLF5 inhibitor	3	-85	-26	-15	-5	-10
GSK3B inh	13	2	-3	-1	1	-2
HSP90 inh	2	2	-1	4	7	-3
HSF1 inhib	4	4	-6	5	24	0
aSyn 5UTR inh	4	-96	7	8	-4	10
GSK3A inh	1	-1	-2	-4	-1	-2

#19 O=C(c1ccc([N+](=O)[O-])cc1[N+](=O)[O-])N1CCCC1
#20 CCCc1cc(=O)[nH]c(SCC(=O)Nc2cc3c(cc2C(C)=O)OCO3)n1
#21 O=C(CO/N=C/c1ccc(OC(F)F)cc1)NCc1ccco1
#22 CC1=C(C(=O)OC(C)C)C(c2ccc(Cl)cc2)n2c(s/c(=C\c3ccc(OCC(=O)O)cc3)c2=O)=N1 (stereo unspecified)
#23 CCOC(=O)C1(CCOc2ccccc2)CCN(Cc2cc(OC)c(O)c(OC)c2)CC1
#24 CCn1c(Cc2ccccc2)nnc1SCC(=O)Nc1nccs1
Assay by compound	19	20	21	22	23	24
HIF activator	-0.4	0.1	-0.5	-1.5	1.4	0.0
IEC-6 tox	0	1	1	-7	2	1
AI-2 QS modul	19	-3	-41	15	11	17
HSF1 activator	-4	9	-31	-14	10	8
KLF5 inhibitor	-14	-17	-7	-54	-10	-40
GSK3B inh	1	0	4	1	-7	-1
HSP90 inh	13	-3	-1	-4	-5	1
HSF1 inhib	0	-1	-11	-5	1	4
aSyn 5UTR inh	-1	-18	-25	1	-19	6
GSK3A inh	-1	-3	-2	-2	1	-1

#25 C#Cc1ccc([C@@H]2C=C(C(=O)N3CCN(Cc4ccc5c(c4)OCO5)CC3)O[C@H](OCC)[C@H]2CCCO)cc1
#26 COc1cc(OC)c(CN2CCC(Cc3ccccc3)CC2)cc1Br
#27 CC(C)Oc1ccc(C(=O)NC(=S)Nc2ccc(Cl)c(C(=O)O)c2)cc1
#28 Cc1ccc2nc(C3CCN(S(=O)(=O)c4ccc5ccccc5c4)CC3)[nH]c2c1
#29 Nc1ncnc(Nc2ccc(F)c(Cl)c2)n1
#30 COc1ccc2[nH]c3nc(SCc4nnc(-c5ccccc5)o4)nnc3c2c1
Assay by compound	25	26	27	28	29	30
HIF activator	0.0	0.2	0.2	-0.5	1.6	0.5
IEC-6 tox	-4	-2	-5	8	-10	3
AI-2 QS modul	-2	25	17	20	-17	24
HSF1 activator	7	-6	30	33	11	33
KLF5 inhibitor	-9	-14	-46	18	-17	0
GSK3B inh	2	2	3	0	1	-4
HSP90 inh	3	1	-2	7	-8	-1
HSF1 inhib	4	-8	2	21	14	1
aSyn 5UTR inh	28	2	-7	13	-54	-37
GSK3A inh	-2	0	-2	-3	1	0

#31 O=C1c2cccc3c([N+](=O)[O-])c(O)cc(c23)C(=O)N1Nc1ccccc1
#32 CCOC(=O)CSC1=C(C#N)C(c2ccccc2F)C(C(C)=O)=C(C)N1 (stereo unspecified)
#33 O=[N+]([O-])c1ccccc1S(=O)(=O)NC1CC2CCC1C2 (stereo unspecified)
#34 COc1ccc(-c2ocnc2C(=O)Nc2ccc(N3CCOCC3)cc2N2CCOCC2)cc1OC
#35 CC1CCC(CN2CCN=C2Nc2ccccc2)CC1 (stereo unspecified)
#36 Cc1ccc(S(=O)(=O)c2nnn3c2nc(N2CCOCC2)c2ccccc23)cc1
Assay by compound	31	32	33	34	35	36
HIF activator	-0.4	0.0	-0.7	-0.1	1.9	-0.6
IEC-6 tox	6	-1	1	-9	-2	5
AI-2 QS modul	10	-6	4	13	6	5
HSF1 activator	9	nt	11	-12	6	5
KLF5 inhibitor	-1	-10	-24	-3	-13	-4
GSK3B inh	1	-3	3	1	1	-1
HSP90 inh	2	1	-1	-3	8	-1
HSF1 inhib	11	nt	-2	-10	-4	-1
aSyn 5UTR inh	-18	4	-7	28	-1	-3
GSK3A inh	-2	1	-3	0	1	2

#37 COc1ccc(-c2cc(C(=O)N/N=C(\C)c3ccco3)c3ccccc3n2)c(OC)c1
#38 Cc1ccc(N(C(=O)C(F)(F)F)C(C(=O)NC2CCCCC2)c2cccs2)cc1 (stereo unspecified)
#39 Cn1c(CNc2nc(-c3ccccc3)cs2)nnc1SCC(=O)OC1CCCCC1
#40 O=c1ccc(-c2ccccc2)nn1Cc1ccccc1F
#41 CN(C)C(=O)c1c([N+](=O)[O-])ncn1C
#42 Cc1ccc(OCC(=O)N(Cc2ccc(C)o2)C2CCS(=O)(=O)C2)cc1 (stereo unspecified)
Assay by compound	37	38	39	40	41	42
HIF activator	0.3	-0.3	-0.2	0.4	-0.1	nt
IEC-6 tox	4	-2	-2	7	-7	7
AI-2 QS modul	7	-2	42	-7	45	13
HSF1 activator	6	-2	6	-22	-16	12
KLF5 inhibitor	-7	-21	-12	-36	-18	4
GSK3B inh	-1	2	3	-1	2	2
HSP90 inh	-1	-4	5	-1	0	2
HSF1 inhib	0	-7	0	3	-3	4
aSyn 5UTR inh	25	21	-1	-1	11	5
GSK3A inh	1	4	2	-1	2	nt

Laid out differently: entries from further up.
| No. | mol | HIF activator | IEC-6 tox | AI-2 QS modul | HSF1 activator | KLF5 inhibitor | GSK3B inh | HSP90 inh | HSF1 inhib | aSyn 5UTR inh | GSK3A inh |
| --- | --- | --- | --- | --- | --- | --- | --- | --- | --- | --- | --- |
| 34 | COc1ccc(-c2ocnc2C(=O)Nc2ccc(N3CCOCC3)cc2N2CCOCC2)cc1OC | -0.1 | -9 | 13 | -12 | -3 | 1 | -3 | -10 | 28 | 0 |
| 35 | CC1CCC(CN2CCN=C2Nc2ccccc2)CC1 (stereo unspecified) | 1.9 | -2 | 6 | 6 | -13 | 1 | 8 | -4 | -1 | 1 |
| 36 | Cc1ccc(S(=O)(=O)c2nnn3c2nc(N2CCOCC2)c2ccccc23)cc1 | -0.6 | 5 | 5 | 5 | -4 | -1 | -1 | -1 | -3 | 2 |
| 37 | COc1ccc(-c2cc(C(=O)N/N=C(\C)c3ccco3)c3ccccc3n2)c(OC)c1 | 0.3 | 4 | 7 | 6 | -7 | -1 | -1 | 0 | 25 | 1 |
| 38 | Cc1ccc(N(C(=O)C(F)(F)F)C(C(=O)NC2CCCCC2)c2cccs2)cc1 (stereo unspecified) | -0.3 | -2 | -2 | -2 | -21 | 2 | -4 | -7 | 21 | 4 |
| 39 | Cn1c(CNc2nc(-c3ccccc3)cs2)nnc1SCC(=O)OC1CCCCC1 | -0.2 | -2 | 42 | 6 | -12 | 3 | 5 | 0 | -1 | 2 |
| 40 | O=c1ccc(-c2ccccc2)nn1Cc1ccccc1F | 0.4 | 7 | -7 | -22 | -36 | -1 | -1 | 3 | -1 | -1 |
| 41 | CN(C)C(=O)c1c([N+](=O)[O-])ncn1C | -0.1 | -7 | 45 | -16 | -18 | 2 | 0 | -3 | 11 | 2 |
| 42 | Cc1ccc(OCC(=O)N(Cc2ccc(C)o2)C2CCS(=O)(=O)C2)cc1 (stereo unspecified) | nt | 7 | 13 | 12 | 4 | 2 | 2 | 4 | 5 | nt |

Other entries follow:
#43 COc1ccc(N2CCN(CC(=O)c3ccc(O)c(C)c3O)CC2)cc1
#44 COc1nc(NCCc2ccc(OC)c(OC)c2)nc(NC(C)(C)CO)n1
#45 COCC(C)NC(=O)c1cc(OC)cc(OC)c1 (stereo unspecified)
#46 O=C(Nc1ccccc1N1CCCCC1)c1ccco1
Assay by compound	43	44	45	46
HIF activator	0.1	-0.1	0.2	-0.3
IEC-6 tox	-10	6	0	2
AI-2 QS modul	16	7	4	21
HSF1 activator	2	9	-10	-2
KLF5 inhibitor	0	-7	-41	3
GSK3B inh	2	2	0	2
HSP90 inh	-5	4	-5	-2
HSF1 inhib	-3	-1	-6	-4
aSyn 5UTR inh	0	37	19	-2
GSK3A inh	11	3	-1	nt
